# RNase H inhibition: RNase H inhibition, HIV 1 Gag Pol polyprotein, FRET biochemical assay, screening (AID 372). HIV-1 RT RNase H, FRET RNA/DNA substrate fluorescence; higher % means a stronger effect. actives 0.77% (n = 100,000). inhibition, % at 10 µM, or IC50 in µM where a hit was titrated; in the data active = inhibition above about 50%
# * = called active by the depositor. Some of the compounds tested. The share of hits here may be higher or lower than overall.
entry	compound	RNase H inhibition
1	Cc1ccc(-c2cc(=O)oc(-c3ccc(N(C)C)cc3)n2)cc1[N+](=O)[O-]	15%
2	CC1CCC(C(C)C)C(OC(=O)Cn2c[n+](CC(=O)OC3CC(C)CCC3C(C)C)c3ccccc32)C1 (centres undefined)	33%
3	Cc1ccc(NC(=O)c2ccccc2Cl)c([N+](=O)[O-])c1	0%
4	O=C1C(=O)N(c2nccs2)C(c2cccs2)/C1=C(\O)c1ccc(Cl)cc1 (centres undefined)	0%
5	Cc1ccc(NC(=O)c2ccc(CN(c3ccc(C)c(C)c3)S(C)(=O)=O)cc2)c(C)c1	12%
6	O/N=C/c1cn(-c2ccccc2)nc1-c1ccc(Cl)cc1	39%
7	O=C(CSc1ccccn1)Nc1ccccc1-c1ccccc1	16%
8	COc1cc(C=O)cc(Br)c1OCc1ccc([N+](=O)[O-])cc1	48%
9	Cc1ccccc1NCC(=O)N/N=C\c1cc(Br)cc(I)c1O	0%
10	Cc1c(-c2ccc(/C=N/Nc3nc(Nc4ccc(F)cc4)nc(N4CCCCC4)n3)o2)ccc([N+](=O)[O-])c1C	7%
11	Cc1nc2ccccc2c2c1C(=O)N(c1ccc(C(=O)O)cc1)C2=O	10%
12	COc1cc(/C=C2\SC(=S)NC2=O)cc(Br)c1OC(C)=O	4%
13	CCOC(=O)COc1cc2oc(=O)cc(-c3ccccc3)c2cc1Cl	2%
14	O=S(=O)(Oc1ccc2ccccc2c1)c1ccc2c(c1)Cc1cc(S(=O)(=O)Oc3ccc4ccccc4c3)ccc1-2	29%
15	COc1ccc(S(=O)(=O)Nc2ccc(Br)c(C)c2)cc1OC	13%
16	O=c1[nH]c(Cc2ccccc2)nc2c1C1(CCCCC1)Cc1ccccc1-2	7%
17	O=C(Nc1cccc(-c2cn3ccccc3n2)c1)c1cccc([N+](=O)[O-])c1	16%
18	Cc1ccc(OCCCNC(C)(C)C)cc1C	9%
19	Cc1cc2nc(-c3cccc(NC(=S)NC(=O)c4cccs4)c3)oc2cc1C	43%
20	COc1ccc(-n2cccc2/C=C2\C(=O)NC(=S)N(c3cccc(Br)c3)C2=O)cc1	43%
21	O=C(NC(=S)Nc1cc([N+](=O)[O-])ccc1Cl)c1ccc(Cl)cc1	45%
22	CC(=O)c1ccc(NC(=O)C2CC(=O)N(c3cc(C)ccc3C)C2)cc1 (centres undefined)	0%
23	CCN(CC)CCCCCOc1ccc(Cl)cc1	0%
24	COc1ccc(S(=O)(=O)N(CC(=O)NCc2ccccc2)Cc2ccccc2)cc1	10%
25	O=C(CSc1nnnn1-c1ccccc1)NC12CC3CC(CC(C3)C1)C2	0%
26	Cc1cc(I)ccc1NC(=O)/C=C/c1ccccc1Cl	6%
27	Cc1cc(C(c2ccc(F)cc2)c2cc(C)c(NC(=O)c3ccccc3)c(C)c2)cc(C)c1NC(=O)c1ccccc1	10%
28	COc1ccc(C2CC(=O)C3=C(C2)NC(C)=C(C(=O)OCCc2ccccc2)C3c2cc3c(cc2[N+](=O)[O-])OCO3)cc1 (centres undefined)	9%
29	O=C(Nc1ccc(Cl)c(Cl)c1)OCCOc1ccc(Cl)cc1Cl	36%
30	O=C(/C=C/c1ccc(-c2ccc(Cl)cc2)o1)c1cccs1	2%
31	CCOC(=O)C(CCCCOc1ccc([N+](=O)[O-])cc1)C(=O)OCC	9%
32	CCCCOc1ccc(C(=O)NC(=S)Nc2ccc(NC(=O)CC)cc2)cc1	13%
33	Cc1cc(C(=O)N/N=C/c2cccnc2)c(C)o1	2%
34	CCOc1ccc(C(=O)Nc2ccc3oc(-c4ccccc4Br)nc3c2)cc1	15%
35	COC(=O)c1ccc(C(=O)Nc2cc(Cl)ccc2Cl)cc1NC(=O)C(c1ccccc1)c1ccccc1	10%
36	CCCCOP(=O)(CP(=O)(OCCCC)OCCCC)CP(=O)(OCCCC)OCCCC	24%
37	CCN(CC)c1ccc(C2NC(=O)NC(C)=C2C(=O)OCC(F)(F)F)cc1 (centres undefined)	18%
38	Cc1ccccc1/C=N/NC(=O)c1cccc(Cl)c1	0%
39	O=C1C2=C(Nc3ccccc3SC2c2ccc([N+](=O)[O-])cc2)c2ccccc21 (centres undefined)	34%
40	COCCN1C(=O)/C(=C/c2ccc(F)cc2)SC1=S	0%
41	CCOC(=O)C1=C(C)N=c2s/c(=C/c3ccc(-c4ccc([N+](=O)[O-])cc4Cl)o3)c(=O)n2C1c1ccc2c(c1)OCO2 (centres undefined)	15%
42	O=[N+]([O-])c1ccc(-c2ccc(/C=N/NS(=O)(=O)c3ccccc3)o2)c(Br)c1	39%
43	CCOc1ccc(N2C(=O)/C(=C/c3cccn3-c3ccc(Br)cc3)C(=O)NC2=S)cc1	42%
44	CC1(C)CC(=O)C(C(O)c2cccc([N+](=O)[O-])c2)C(C)(C)N1 (centres undefined)	7%
45	CCOc1ccccc1NC(=O)c1c(NC(=O)c2ccc(C)cc2)sc2c1CCC2	5%
46	CSc1ccc(C2Nc3ccccc3NC3=C2C(=O)CC(c2ccc4c(c2)OCO4)C3)cc1 (centres undefined)	22%
47	CCOC(=O)N1CCN(c2cc(C)c(C(C)=O)cc2F)CC1	3%
48	COc1ccc(N/C(N)=N/c2nc(C(F)(F)F)cc(=O)[nH]2)cc1	0%
49	CC(C)c1ccc(OCCCCNC(C)(C)C)cc1	11%
50	COc1ccc(COC(=O)C2=C(C)NC3=C(C(=O)CC(C)(C)C3)C2c2cc([N+](=O)[O-])ccc2Cl)cc1 (centres undefined)	10%
51	COc1ccc(NC(=O)c2cc(-c3ccc(OC)cc3)nc3ccccc23)cc1	0%
52	O=C(CCCc1ccccc1)Nc1cccnc1	13%
53	CCc1ccc2oc(-c3ccc(NC(=O)c4ccc([N+](=O)[O-])cc4)cc3)nc2c1	43%
54	N#CC1=C(N)OC2=C(C(=O)c3ccccc3C2=O)C1c1ccc(F)c(F)c1 (centres undefined)	15%
55	COc1ccccc1-c1c(C(F)(F)F)oc2cc(OC(=O)c3ccc(Cl)cc3)ccc2c1=O	7%
56	CCCc1ccc(-c2nc(Cc3ccccc3OC)no2)cc1	14%
57	Cc1nc2cc(-c3cccc(F)c3)[nH]n2c(=O)c1Cl	0%
58	CC(C)(C)c1cc(C2=N/C(=C\c3ccccc3F)C(=O)O2)cc(C(C)(C)C)c1	13%
59	CCOC(=O)C1CCN(Cc2cccc(F)c2)CC1	3%
60	O=C(N/C(=C/c1cccc([N+](=O)[O-])c1)C(=O)N1CCCCC1)c1ccco1	13%

# The listing continues:
entry	compound	RNase H inhibition
61	CCN(O)C(C)(C)/C(=N/O)c1ccccc1	22%
62	COc1ccc(C2C(C(C)=O)=C(C)N=c3s/c(=C\c4ccccc4Cl)c(=O)n32)c(OC)c1 (centres undefined)	10%
63	O=C(c1ccc(C(=O)N2CCN(c3cccc(Cl)c3)CC2)cc1)N1CCN(c2cccc(Cl)c2)CC1	0%
64	O=C(NC(Cc1c[nH]c2ccccc12)C(=O)O)/C(=C/c1ccccc1)NC(=O)c1ccccc1 (centres undefined)	6%
65	Cc1cccn2c(=O)c(/C=C3\SC(=S)N(CC4CCCO4)C3=O)c(NCCCn3ccnc3)nc12 (centres undefined)	3%
66	COc1cc(C=C2C(=O)c3ccccc3C2=O)ccc1Oc1ccc([N+](=O)[O-])cn1	18%
67	COc1cc(/C=C2\C(=O)NC(=O)N(c3ccc(F)cc3)C2=O)ccc1OCc1cccc(F)c1	0%
68	COc1ccc(-c2cc(C(=O)Nc3cc(C)ccc3OC)c3ccccc3n2)c(OC)c1	10%
69	Cc1ccccc1OCc1nc(-c2ccccn2)no1	29%
70	COC(=O)c1ccc(OCC(O)CN2C(=O)c3ccccc3C2=O)cc1 (centres undefined)	8%
71	COc1ccc(N=Cc2cccc(Cl)c2Cl)cc1	18%
72	Cc1ccc(-n2c(C)cc(/C=C(\C#N)C(=O)Nc3ccc(Cl)cc3)c2C)cc1	0%

# Laid out differently: entries from further up.
[71] COc1ccc(N=Cc2cccc(Cl)c2Cl)cc1
  RNase H inhibition: 18%
[72] Cc1ccc(-n2c(C)cc(/C=C(\C#N)C(=O)Nc3ccc(Cl)cc3)c2C)cc1
  RNase H inhibition: 0%

# (continued)
entry	compound	RNase H inhibition
73	CCOC(=O)c1c(NC(=O)c2cccs2)sc(C(=O)Nc2cc(C(F)(F)F)ccc2Cl)c1C	0%
74	COc1ccc(NC(=O)CN(c2ccc(C)cc2C)S(=O)(=O)c2ccccc2)cc1	17%
75	O=C(NCc1cccnc1)c1ccc(Br)cc1	0%
76	CCN(CC)c1ccc(C(=O)Nc2ccc(Cl)c(Cl)c2)cc1	11%
77	O=C(COc1c(F)c(F)c(C(F)(F)F)c(F)c1F)Nc1ccc(-c2nc3ccccc3o2)cc1	18%
78	O=Nc1c(O)c2ccccc2c2ccc([N+](=O)[O-])cc12	29%
79	CCOC(=O)C(=O)NCc1ccc(/C=C2/N=C(C)C(C(=O)OCC)=C2O)o1	10%
80	O=C(CCCN1C(=O)/C(=C/c2cccc(Br)c2)SC1=S)NCCCN1CCOCC1	10%
81	Cc1ccn2c(C(=O)N/N=C\c3ccccc3[N+](=O)[O-])c(C)nc2c1	11%
82	COc1ccc(NS(=O)(=O)c2cc(C)cc(S(=O)(=O)c3ccc(Cl)cc3)c2C)cc1	14%
83	Cc1ccc(C(=O)Nc2ccc(S(=O)(=O)N3CCCCC3)cc2)cc1	11%
84	O=C1C(=O)N(c2cccc(C(F)(F)F)c2)C(c2ccc([N+](=O)[O-])cc2)/C1=C(/O)c1ccccc1 (centres undefined)	3%
85	O=C1NC(=O)/C(=C\c2ccc(Oc3ccc(C(F)(F)F)cc3[N+](=O)[O-])c(Cl)c2)S1	30%
86	CCc1ccc(N2CC(C(=O)Nc3cc(C)cc(C)c3)CC2=O)cc1 (centres undefined)	0%
87	O=C(Nc1cccnc1)N1CCOCC1	4%
88	CCc1ccc(CN2CCN(S(C)(=O)=O)CC2)cc1	0%
89	Cc1ccc(N2C(=O)NC(=O)/C(=C\c3ccc(OCC(C)C)cc3)C2=O)cc1C	0%
90	O=C(C[n+]1cccc2ccccc21)c1cc2ccccc2oc1=O	11%
91	COc1cc(/C=C2/C(=O)NN(c3ccc(F)cc3)C2=O)cc(I)c1O	39%
92	O=C(O)C1Cc2c([nH]c3ccccc23)C(c2ccccc2F)N1 (centres undefined)	12%
93	Cc1cc(/C=C(\C#N)C(=O)Nc2ccc(F)cc2)c(C)n1-c1ccc(C(C)C)cc1	5%
94	COc1cccc(Oc2nc(N)[nH]c(=O)c2I)c1	15%
95	COc1ccc(C2CC(=O)C3=C(C2)NC(C)=C(C(=O)OC2CCCC2)C3c2cccc([N+](=O)[O-])c2)cc1 (centres undefined)	17%
96	Cc1ccccc1OCC(=O)Nc1ccc(N2CCOCC2)c(Cl)c1	12%
97	CCOC(=O)c1ccc(-n2c(C)cc(/C=C3\NC(=O)NC3=O)c2C)cc1	4%
98	O=C(NCCCO)C(=O)Nc1ccc(F)cc1	0%
99	CC(C)(C)c1ccc(/C=C\C(=O)c2ccc3c(c2)OCO3)cc1	9%
100	Cc1ccc(/C=C2/C=C(c3ccccc3)OC2=O)o1	21%
101	O=C(/C=C/c1ccc(F)cc1)NC(=S)Nc1cccc([N+](=O)[O-])c1	36%
102	CCOc1ccc(/C=N/N2CCN(Cc3cccc4ccccc34)CC2)cc1OC	13%
103	S=C(NCCc1ccccc1)Nc1ccc(Cl)cc1Cl	46%
104	O=[N+]([O-])c1c(NC2CC2)ncnc1NC1CC1	10%
105	OCCCn1c(-c2ccc(Br)cc2)csc1=Nc1cccc2ccccc12	24%
106	O=C(N/N=C/c1cccc(O)c1)c1cccc(Cl)c1	6%
107	COc1cccc(/C=c2/sc3nc4c(Br)c(C)c(C)cc4n3c2=O)c1	5%
108	Cc1cc(C)nc(SCC(=O)Nc2ccccc2C(=O)O)n1	0%
109	CCCCCC(=O)N/N=C/c1cccs1	25%
110	COc1ccc(C(=O)Nc2cccc3c2CCCC3)c(OC)c1	15%
111	CNC(=S)Nc1ccc(OC)cc1OC	14%
112	COc1ccc(C(=O)OCCCN2C(=O)c3ccccc3C2=O)cc1	15%
113	N#Cc1cc2c(nc1SCC(=O)Nc1ccc(S(N)(=O)=O)cc1)CCC2	4%
114	CCC(c1ccccc1)c1nnc(NC(=O)Nc2ccc(Cl)cc2Cl)s1 (centres undefined)	12%
115	Cc1cccc(NC(=O)c2c(NC(=O)C(C)(C)C)sc3c2CCC3)c1	18%
116	O=C(CC1SC(=Nc2ccccc2)N(c2ccccc2)C1=O)Nc1ccccc1C(F)(F)F (centres undefined)	12%
117	O=C(O)CN1C(=O)/C(=C2\SC(=S)N(/N=C/c3cc([N+](=O)[O-])ccc3O)C2=O)c2ccccc21	11%
118	COc1cccc(OCC(=O)NNC(=O)COc2ccccc2OC)c1	14%
119	O=C(CSc1nc2ccccc2s1)NNC(=O)NC1CCCCC1	0%
120	Cc1ccc(-n2[nH]c(C)c(C=Nc3ccc(Cl)cc3)c2=O)cc1C	18%
121	O=C(NC(=S)Nc1ccc2oc(-c3ccncc3)nc2c1)c1ccccc1I	0%
122	COc1ccc(COC(=O)C2=C(C)NC(=O)NC2c2ccc(OC)c(OC)c2)cc1 (centres undefined)	3%
123	O=C(NNC(=O)c1ccccc1[N+](=O)[O-])c1ccc(NC(=O)c2ccccc2[N+](=O)[O-])cc1	8%

# Looked up by compound from the list above (2):
entry	compound	RNase H inhibition
120	Cc1ccc(-n2[nH]c(C)c(C=Nc3ccc(Cl)cc3)c2=O)cc1C	18%
123	O=C(NNC(=O)c1ccccc1[N+](=O)[O-])c1ccc(NC(=O)c2ccccc2[N+](=O)[O-])cc1	8%

# Molecules shown so far that have a tert-butyl group, in the order listed:
entry	compound	RNase H inhibition
18	Cc1ccc(OCCCNC(C)(C)C)cc1C	9%
49	CC(C)c1ccc(OCCCCNC(C)(C)C)cc1	11%
58	CC(C)(C)c1cc(C2=N/C(=C\c3ccccc3F)C(=O)O2)cc(C(C)(C)C)c1	13%
99	CC(C)(C)c1ccc(/C=C\C(=O)c2ccc3c(c2)OCO3)cc1	9%
115	Cc1cccc(NC(=O)c2c(NC(=O)C(C)(C)C)sc3c2CCC3)c1	18%
